FXN GAA850 act: activators of GAA850 frataxin (FXN) promoter; HEK293 lucGAA850 FXN promoter luciferase reporter, 24 h; percent of 10 µM SAHA response; 360,000 compounds, 0.56% hits; activation, % at 6 µM;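 active = activation above the average of all compounds screened plus 3 SD, cutoff fixed separately per campaign, cut at about 7.5% in these data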;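 also: 0% = DMSO wells and 100% = 10 µM SAHA wells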
PLC-beta3 inh: PLC-beta3 (human) inhibition, primary screen | inhibition, % at 12.2 µM | AID 720704 | Purified PLC-beta3, fluorogenic substrate, fluorescence | Q01970 | 370,000 compounds, 0.18% hits; in the data active = inhibition above about 11%;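 also: 0% = median of compound wells on plate and 100% = full blocker control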
sPLA2-III inh: Blocks human group III sPLA2 activity; QFRET BODIPY PC-A2 liposome hydrolysis, fluorescence; inhibition, % at 12.2 µM; 370,000 compounds, 0.56% hits;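 active = inhibition above mean plus 3 SD of compounds lying within the high and low control bounds, cut at about 19% in these data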;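 also: 0% = median of test compound wells and 100% = no enzyme DMSO wells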
Target sequence (Q9NZ20 whole entry, looked up): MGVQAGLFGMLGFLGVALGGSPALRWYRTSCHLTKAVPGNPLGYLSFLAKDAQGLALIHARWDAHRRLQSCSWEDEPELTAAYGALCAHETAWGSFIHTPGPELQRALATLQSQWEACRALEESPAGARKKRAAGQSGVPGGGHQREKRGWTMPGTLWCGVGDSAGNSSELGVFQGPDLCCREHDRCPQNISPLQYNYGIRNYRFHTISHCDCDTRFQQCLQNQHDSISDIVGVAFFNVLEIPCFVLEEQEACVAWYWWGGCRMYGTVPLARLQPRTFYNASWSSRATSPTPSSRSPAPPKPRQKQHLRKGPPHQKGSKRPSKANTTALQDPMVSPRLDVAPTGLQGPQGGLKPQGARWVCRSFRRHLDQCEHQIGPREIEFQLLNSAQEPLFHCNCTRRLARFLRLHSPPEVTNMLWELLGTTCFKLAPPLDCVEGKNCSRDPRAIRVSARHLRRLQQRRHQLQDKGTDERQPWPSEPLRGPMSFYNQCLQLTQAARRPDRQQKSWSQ
DAX1 inh-1: blocks DAX1 repression of SF-1 activated StAR promoter; inhibition, % at 6.8 µM; HEK293T StAR-luciferase reporter, SF-1/DAX-1 repression relief; AID 652010; 370,000 compounds, 1.1% hits;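 active = inhibition above the mean over all tested compounds plus 3 SD, cut at about 3.6% in these data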;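 also: 0% = DAX-1 cells with DMSO and 100% = cells lacking DAX-1 with DMSO; higher inhibition means more luminescence from relief of DAX-1 repression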
ssDAF-12 act: activators of S. stercoralis DAF-12 nuclear receptor | activation, % at 6.8 µM | 370,000 compounds, 1% hits | HEK293 ssDAF-12/GRIP1 lit1-tk-luc reporter, luminescence; % of 3 µM dafachronic acid response;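 active = activation above the mean over all tested compounds plus 3 SD, cut at about 0.9% in these data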;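 also: 0% = DMSO-only wells and 100% = 3 µM delta7-dafachronic acid wells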
NR1D1 modulator: modulators of human Rev-erb alpha DNA binding; Rev-erbα–FITC-DNA binding, fluorescence polarization, 90 min; P20393; AID 1259318; 370,000 compounds, 0.79% hits; activity, % at 10 µM;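 active = activity above about 14%, limit read from the data; passing the limit was not always enough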;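 also: 0% = DMSO wells with 35 nM protein and 100% = DMSO wells with 750 nM protein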
hgDAF12 agonist: agonists of H. glycines DAF-12 nuclear receptor; HEK293 GAL4-hgDAF12 UAS-luciferase reporter, agonist luminescence; normalized to butyrate control; 370,000 compounds, 1.8% hits; AID 687014; activation, % at 6.8 µM;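 active = activation above a cutoff set at the mean of all screened compounds plus 3 SD, cut at about 10% in these data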;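 also: 0% = DMSO wells and 100% = sodium butyrate wells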
hcDAF-12 act: activators of H. contortus DAF-12 nuclear receptor | HEK293 hcDAF-12 lit1-tk-luc reporter, luminescence; 0% DMSO, 100% Δ7-dafachronic acid | activation, % at 6.8 µM | 370,000 compounds, 1.4% hits | AID 652067;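 active = activation above the mean of all tested compounds plus 3 SD, cut at about 5.5% in these data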;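 also: 100% = response to 3 µM Δ7-dafachronic acid high control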
DAX1 inh-2: inhibits human nuclear receptor DAX1 | HEK293 Gal4-DAX1 luciferase reporter, luminescence | inhibition, % at 6.75 µM | AID 504766 | 340,000 compounds, 0.99% hits;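 active = inhibition above the mean over all tested compounds plus 3 SD, cut at about 4.2% in these data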;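 also: 0% = DAX1-transfected cells with DMSO and 100% = empty-vector control cells with DMSO; inhibition shows as a rise in luminescence from relieved DAX1 repression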
Target sequence (P51843 207-470 limits assumed): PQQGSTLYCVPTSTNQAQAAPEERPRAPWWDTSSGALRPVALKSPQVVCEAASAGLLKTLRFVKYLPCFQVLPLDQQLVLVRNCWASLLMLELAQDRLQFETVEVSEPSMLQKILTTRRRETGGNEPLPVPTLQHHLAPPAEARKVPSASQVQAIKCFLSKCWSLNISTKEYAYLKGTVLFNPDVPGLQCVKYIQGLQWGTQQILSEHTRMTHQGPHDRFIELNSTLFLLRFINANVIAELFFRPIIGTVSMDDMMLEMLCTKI
PG9 Ab binder: small molecules binding HIV-1 gp120 antibody PG9; inhibition, % at 6.7 µM; TR-FRET gp120-PG9 antibody binding; 360,000 compounds, 0.43% hits; AID 624416; in the data active = inhibition above about 8.5%
SMARCA2 activ: increases SMARCA2 function in MMTV reporter cells | MG213 cells, MMTV-luciferase reporter, dexamethasone, overnight | activation, % at 9.1 µM | 370,000 compounds, 1% hits | AID 652017; in the data active = activation above about 7.8%;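 also: 0% = vehicle wells and 100% = reference activator wells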
* = called active by the depositor; i = inactive; · = no result given.

SMILES | FXN GAA850 act | PLC-beta3 inh | sPLA2-III inh | DAX1 inh-1 | ssDAF-12 act | NR1D1 modulator | hgDAF12 agonist | hcDAF-12 act | DAX1 inh-2 | PG9 Ab binder | SMARCA2 activ
COC(=O)CCCNC(=O)c1ccccn1 | 0.3 | -6.6 | -1.0 | 0.1 | -1.9 | -1.5 | 1.1 | -0.3 | 1.0 | 0.4 | -1.4
COC(=O)c1c(NC(NC(=O)CC(C)C)C(Cl)(Cl)Cl)sc2c1CCC2 (stereo not drawn) | 1.3 | -1.9 | 18.2 | 0.2 | -1.0 | 2.8 | -0.8 | -0.2 | 0.7 | 1.4 | -6.0
O=S(=O)(NC1Cc2ccccc2C1)c1ccccc1 | 1.7 | -5.9 | -9.6 | 0.1 | -0.5 | -0.4 | 0.2 | -1.0 | -0.7 | 0.0 | 0.8
COc1ccc(S(=O)(=O)NCc2cccs2)cc1 | -3.7 | 3.9 | 0.4 | 0.0 | -1.5 | -7.3 | 2.9 | -0.9 | 0.7 | -1.8 | 0.9
Nn1c(SCC(=O)NC2CCCCC2)nnc1-c1ccc(Cl)cc1 | -0.8 | 3.1 | -3.1 | -0.3 | -1.1 | -3.4 | -2.7 | -1.8 | -0.5 | 4.0 | -2.5
COc1ccccc1N(CC(O)Cn1ccnc1C)S(=O)(=O)c1ccc(C)cc1 (stereo not drawn) | 1.9 | 3.9 | 5.8 | 0.0 | -1.2 | 4.6 | -2.6 | 1.8 | 0.3 | 0.7 | -1.3
CCOC(=O)c1ccc(NC(=O)NCCN2CCCCC2)cc1 | -0.9 | 6.0 | -3.6 | 0.4 | -0.1 | 4.0 | 1.4 | -0.2 | 0.1 | -1.8 | -0.9
NC(=O)CSc1nc(-c2ccccc2)nc2c1CCCC2 | 1.1 | -5.5 | -1.7 | -0.1 | -0.8 | -1.7 | -1.4 | -0.7 | 0.3 | -0.7 | 1.5
Brc1ccc(-c2nnc3n2CCCCC3)cc1 | -0.9 | -2.2 | 3.8 | 0.4 | -1.5 | -0.6 | 0.2 | 1.4 | -0.5 | 0.8 | -1.5
CCN(C(=O)C(C)N1C(=O)/C(=C/c2ccco2)SC1=S)C1CCS(=O)(=O)C1 (stereo not drawn) | -5.3 | -8.2 | -9.3 | 0.8 | -1.5 | -5.2 | -2.0 | -3.8 | -1.5 | -1.4 | 1.9
CCCc1nnc(NC(=O)C(C)N2C(=O)C3C4C=CC(C4)C3C2=O)s1 (stereo not drawn) | 1.7 | -1.0 | -6.8 | -0.4 | -0.8 | 3.4 | 1.4 | -1.6 | -1.3 | -1.1 | -3.1
COc1ccc(OC)c(N(C(=O)c2ccco2)C(C(=O)NC2CCCC2)c2cc(OC)c(OC)c(OC)c2)c1 (stereo not drawn) | -2.4 | -16.1 | -5.7 | -0.4 | -1.0 | -7.6 | 0.9 | -0.9 | -0.3 | -2.3 | -1.9
CC(C)(C)NC(=O)Cn1c(SCC(=O)N2CCCCCC2)nc2ccccc21 | -1.2 | -86.1 | 3.8 | -0.5 | -2.0 | -3.6 | 0.7 | -0.3 | 0.1 | 1.4 | -2.8
CC(C)CCn1c(=O)c2ccccc2n2c(CCC(=O)NCC3CCCO3)nnc12 (stereo not drawn) | -1.1 | -6.8 | 7.0 | -1.9 | -1.4 | 9.1 | -3.2 | -1.5 | 0.5 | 1.6 | -5.2
NC(=O)C1CCN(c2oc(-c3ccc(F)cc3)nc2S(=O)(=O)c2ccccc2)CC1 | -0.1 | -5.2 | 10.3 | 0.8 | -1.4 | 0.6 | -0.9 | 0.3 | 1.8 | -0.4 | -2.9
O=C(NCCc1c[nH]c2ccccc12)c1ccc2c(c1)OCO2 | 1.8 | -5.9 | -27.7 | 2.1 | 1.3* | 5.1 | 15.4* | 11.4* | 2.3 | 1.1 | 9.7*
CCc1nc(C)cn1S(=O)(=O)c1ccc(Br)cc1 | -0.3 | -2.1 | 12.8 | -0.7 | -1.1 | 3.0 | -1.2 | -2.7 | 0.4 | -1.6 | -2.4
Cc1ccc(O)c(NC(=O)CSc2n[nH]c(-c3ccccc3)n2)c1 | 1.7 | -3.9 | -19.2 | -1.7 | -0.9 | -2.8 | -4.5 | -2.8 | -1.1 | -0.1 | 0.0
Cc1nn(C)c(C(=O)NNC(=O)Nc2cccc(C(F)(F)F)c2)c1Cl | -2.5 | -1.7 | -19.9 | -0.3 | -2.0 | 1.6 | -4.8 | -0.3 | -2.1 | -0.5 | -3.9
COc1ccc(COC(=O)Nc2c(SC)nsc2SC)cc1 | 0.9 | 3.0 | -6.3 | -1.1 | -1.4 | 3.4 | 1.7 | 1.0 | 1.2 | 0.3 | -4.4
Cc1cc(-n2[nH]c(C)c(C)c2=O)nc(-c2ccccc2O)n1 | 0.4 | -11.9 | -5.8 | 0.2 | -1.4 | 5.7 | 1.3 | -0.8 | 0.1 | -4.8 | -4.2
CNC(=S)N/N=C/c1cn(Cc2c(F)cccc2Cl)c2ccccc12 | 3.5 | 0.5 | -0.3 | -0.2 | -1.1 | 2.9 | -1.9 | -3.4 | -0.7 | -2.3 | -3.2
CCC(Oc1ccc2c(c1)C(=O)CC(C)(C)O2)C(=O)NCCN1CCCCCC1 (stereo not drawn) | -1.7 | i | 10.9 | 0.1 | -0.8 | -2.9 | -1.0 | -2.1 | -0.8 | 3.5 | -5.3
CCCN(CCC)CCNS(=O)(=O)c1ccc2c(c1)oc(=O)n2C | -3.3 | -1.0 | -2.5 | 0.1 | -0.8 | -1.3 | 0.3 | -1.4 | -0.9 | 1.6 | -3.1
O=C(Nc1ccc(F)c(Cl)c1)c1cc(C2CCCN(S(=O)(=O)c3cccc4cccnc34)C2)on1 (stereo not drawn) | 0.9 | 11.2* | -20.6 | -1.5 | -1.4 | -5.0 | 4.7 | -2.2 | · | 1.2 | -2.4
SMILES | FXN GAA850 act | PLC-beta3 inh | sPLA2-III inh | DAX1 inh-1 | ssDAF-12 act | NR1D1 modulator | hgDAF12 agonist | hcDAF-12 act | DAX1 inh-2 | PG9 Ab binder | SMARCA2 activ
Cc1ccc(-n2nnc3c(=O)n(Cc4ccccn4)cnc32)cc1C | 3.1 | -8.4 | 4.7 | 0.1 | -1.6 | -3.9 | -0.8 | -0.4 | -0.3 | -0.1 | -3.5
C#CCOc1ccc(/C=C2/C(=O)NN(c3ccccc3)C2=O)cc1OC | -0.3 | -10.8 | 8.8 | 0.1 | -1.6 | -1.7 | 0.6 | -2.4 | -0.4 | -2.5 | -2.6
O=C(NN=C1CCCCCC1)C(=O)Nc1cccc(Br)c1 | -0.4 | -1.3 | 16.4 | 0.1 | -1.5 | 1.6 | -1.8 | -2.0 | -0.8 | -2.1 | -0.5
CCN=c1scc(C)n1/N=C/c1cc(Br)c(O)c(Br)c1 | -0.8 | -86.0 | 22.0* | 0.4 | -1.4 | 6.6 | 4.0 | -0.5 | -1.3 | -8.7 | -2.8
CCOc1ccc(-n2cnnn2)cc1S(=O)(=O)NCc1ccccc1 | 0.4 | 5.6 | 0.8 | -0.1 | -1.8 | -0.6 | 0.4 | -1.4 | -0.1 | -0.4 | 3.8
O=C(NCc1cccnc1)c1cnc2sccn2c1=O | 1.9 | -2.0 | 1.7 | 1.4 | -0.5 | -10.1 | 3.0 | -0.2 | -0.1 | 2.4 | 3.2
Cn1c(=O)[nH]c(=O)c2c1nc(NCCCO)n2CCOc1ccccc1 | -0.4 | 1.0 | 1.8 | 0.2 | -1.8 | -0.4 | 1.3 | -1.1 | 0.6 | -0.2 | -5.2
CCN1CCCn2c1nc1c2c(=O)n(C)c(=O)n1C | 1.3 | 2.5 | 7.7 | 0.2 | -1.3 | -1.9 | -1.7 | -0.9 | 0.7 | -0.2 | 1.0
COc1ccccc1-c1nnc(N)s1 | 1.0 | -15.1 | -0.9 | 0.4 | -1.6 | -8.8 | -2.3 | 0.5 | 0.3 | -0.9 | -0.4
CN(Cc1ccc(F)cc1)S(=O)(=O)c1ccc2[nH]c(=O)[nH]c2c1 | 0.3 | 1.9 | -12.7 | -0.7 | -1.6 | 6.5 | 0.4 | -0.5 | 1.1 | -2.5 | -2.1
CC(=O)COc1cc(C)cc2oc(=O)cc(-c3ccccc3)c12 | 0.7 | -2.0 | 8.4 | -0.5 | -1.7 | 0.7 | -1.0 | -2.1 | 2.9 | 0.2 | -1.8
CCc1nnc(NS(=O)(=O)c2ccc(N)cc2)s1 | 0.4 | -4.7 | 13.0 | 1.6 | -0.5 | -4.1 | 2.0 | -0.7 | 0.9 | -0.6 | -3.9
Cc1ccc(C)c(N(CC(=O)N2CCCCCC2)S(C)(=O)=O)c1 | 1.1 | -5.0 | 4.8 | 0.5 | -1.0 | -3.5 | 1.0 | 1.1 | 2.7 | 1.3 | 3.0
COc1ccc(-c2cccc(NC(=O)c3ccco3)c2)nn1 | -1.2 | -4.8 | 5.3 | -2.6 | -1.5 | -1.3 | 0.6 | -1.8 | 0.0 | 0.7 | -1.6
C=CCNc1nc(C(=O)OCC(=O)c2ccc(OC)cc2OC)cs1 | 2.1 | -3.9 | -6.1 | 0.8 | -1.0 | 0.5 | 2.2 | -1.1 | 1.4 | 2.4 | 1.9
Clc1cccc(CNc2ccn3nc(-c4ccco4)cc3n2)c1 | 2.3 | -81.8 | -15.2 | 0.4 | -1.2 | -5.9 | 4.8 | 0.8 | · | 0.0 | 1.7
O=C1OC(CCl)CN1Cc1ccc([N+](=O)[O-])cc1 (stereo not drawn) | 1.6 | -5.6 | -3.6 | -0.8 | -1.5 | -3.7 | 0.2 | -0.1 | 1.6 | 0.6 | -2.1
COc1ccc(NC(=O)c2sc(Cl)nc2-c2ccccc2)cc1 | -0.3 | -1.3 | 4.0 | 0.2 | -1.6 | 5.3 | 0.6 | -1.1 | -0.8 | 1.6 | -1.4
O=C(O)c1ccccc1NS(=O)(=O)c1ccc(NN=Cc2cccc(Cl)c2)c([N+](=O)[O-])c1 | -0.7 | -2.1 | -18.3 | -0.2 | -1.5 | 0.1 | -0.5 | 0.7 | -1.1 | -2.5 | -0.1
COc1ccc(NC(=S)NNC(=O)Cn2nc([N+](=O)[O-])cc2C)cc1 | 0.7 | -1.8 | 2.5 | -0.3 | -1.4 | 0.6 | -0.5 | -1.2 | -0.3 | 0.4 | -0.8
c1ccc(Nc2nc(Nc3ccccc3)nc(N3CCNCC3)n2)cc1 | 4.2 | -1.9 | -11.2 | -0.9 | -0.8 | -0.4 | -2.3 | -1.8 | -1.6 | -1.8 | -0.9
CCOC(=O)c1csc(-c2ccc([N+](=O)[O-])cc2)n1 | 4.3 | -7.8 | -3.0 | -0.1 | -1.6 | 3.6 | 2.7 | 0.2 | -0.8 | -2.2 | 3.3

Arranged by the number under PLC-beta3 inh (falling): 3 from the list above
mol	PLC-beta3 inh	sPLA2-III inh	DAX1 inh-1	ssDAF-12 act	NR1D1 modulator	hcDAF-12 act	DAX1 inh-2	PG9 Ab binder	SMARCA2 activ
CCOc1ccc(-n2cnnn2)cc1S(=O)(=O)NCc1ccccc1	5.6	0.8	-0.1	-1.8	-0.6	-1.4	-0.1	-0.4	3.8
c1ccc(Nc2nc(Nc3ccccc3)nc(N3CCNCC3)n2)cc1	-1.9	-11.2	-0.9	-0.8	-0.4	-1.8	-1.6	-1.8	-0.9
Cc1ccc(-n2nnc3c(=O)n(Cc4ccccn4)cnc32)cc1C	-8.4	4.7	0.1	-1.6	-3.9	-0.4	-0.3	-0.1	-3.5
